Screening results as filed in PubChem BioAssay.
SR-BI uptake up = activators of SR-BI mediated DiI-HDL uptake, primary screen, ldlA[mSR-BI] CHO cells, DiI fluorescence | 3 h; 100 = double the neutral-control signal | activation, % at 12.5 µM | actives 0.096% (n = 320,000);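 active means mean replicate activation of at least 60% and every replicate at or above 60%; inconclusive means mean or all-replicate condition met, but not both; inactive means mean below 60% and not all replicates reaching 60%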;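 further: 0% = median plate neutral-control signal and 100% = twice that signal; values of inactives mirror those of a sister screen read the other way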
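Test system: SR-BI-overexpressing, LDLR-lacking CHO cells; Medium: Ham's F12 with 0.5% BSA, HEPES 25 mM, pH 7.4; Schedule: 3 h, 37 °C; Technique: bottom-read fluorescence, 550/595 nm.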
AddAB inh = growth inhibition of E. coli expressing H. pylori AddAB, primary screen, AddAB inhibitor project, absorbance. inhibition, % at 11.9 µM. actives 0.29% (n = 330,000); in the data active means inhibition above about 12%;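 further: 0% = vehicle wells of infected cells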
SR-BI DiI inh = inhibitors of SR-BI mediated HDL lipid uptake, primary screen, ldlA[mSR-BI] cells, fluorescence, single point; inhibition, % at 12.5 µM; actives 0.96% (n = 320,000); Scavenger receptor class B member 1 (Mus musculus), Q61009; ldlA[mSR-BI] CHO cells, DiI-HDL uptake fluorescence, 3 h;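 active means mean replicate inhibition of at least 70% and a set share of replicates each scoring 70 or more; inconclusive means meets just one of the two criteria; inactive means fails both criteria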;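 further: 0% = median of neutral control wells and 100% = median of positive control wells; values of inactives mirror those of a sister screen read the other way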
Target sequence (Q61009 whole entry, looked up): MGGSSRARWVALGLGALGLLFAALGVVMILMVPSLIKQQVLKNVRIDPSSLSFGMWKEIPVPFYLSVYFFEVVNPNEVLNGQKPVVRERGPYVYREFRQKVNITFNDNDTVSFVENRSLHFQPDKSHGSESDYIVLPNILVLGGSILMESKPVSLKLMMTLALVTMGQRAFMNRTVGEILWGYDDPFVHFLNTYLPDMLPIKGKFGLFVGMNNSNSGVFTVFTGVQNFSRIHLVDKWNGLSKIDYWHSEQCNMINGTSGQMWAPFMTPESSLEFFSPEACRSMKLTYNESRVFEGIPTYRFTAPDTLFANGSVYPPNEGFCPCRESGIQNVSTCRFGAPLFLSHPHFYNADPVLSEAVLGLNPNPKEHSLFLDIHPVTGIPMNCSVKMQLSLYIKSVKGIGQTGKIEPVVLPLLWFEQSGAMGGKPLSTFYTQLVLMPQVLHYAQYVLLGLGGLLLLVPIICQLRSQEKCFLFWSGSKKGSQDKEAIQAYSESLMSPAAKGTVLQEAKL
CAL PDZ FP-1 = CAL PDZ peptide-binding inhibitors, primary screen, biochemical, fluorescence polarization, Cer-tagged CAL PDZ, HTS | AID 504414, 2011 | Golgi-associated PDZ and coiled-coil motif-containing protein (Homo sapiens), Q9HD26 | actives 0.02% (n = 330,000) | inhibition, % at 20 µM | purified CAL PDZ, TMR-peptide fluorescence polarization, 1 h;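 active means highest replicate inhibition of at least 40%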;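 further: plate controls were DMSO neutral control wells for no effect and unlabeled competitor peptide control wells for full effect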
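Test system: tagged CAL PDZ domain / Buffer or medium: sodium phosphate/NaCl buffer pH 7.4 with TCEP, IgG, Thesit / Reagent: TMR-labelled reporter peptide T*-PRC34 bound in PDZ groove / Compound dosing: single point, 20 µM / Schedule: 1 h incubation at room temperature before polarization reading / Technique: fluorescence polarization (mP) / Benchmarks: unlabelled peptide, DMSO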
MITF act = activators of MITF-driven TRPM1 promoter reporter, primary screen, cell-based, SK-MEL-5, luciferase, single point; SK-MEL-5 TRPM1-promoter luciferase, 24 h; % of positive control, neutral wells = 0; activation, % at 12.5 µM; actives 0.75% (n = 300,000); AID 588334, 2011;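 active means mean activation of at least 80% with every replicate also reaching 80%; inconclusive means mean reaches 80% but some replicate falls short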;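 further: 0% = neutral control wells and 100% = parthenolide positive control wells; values of inactives mirror those of a sister screen read the other way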
Wnt bcat act = Wnt/beta-catenin pathway activators, primary screen, cell-based, plate reader, single point | Wnt/beta-catenin reporter cell assay, activator | activation, % at 9.35 µM | actives 1.2% (n = 300,000) | AID 743398, 2014; in the data active means activation above about 30%, passing the limit was not always enough; inconclusive means no clear call, values can overlap the other calls;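 further: 0% = neutral control wells and 100% = positive control wells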
phage Ecoli inh = growth loss of phage-infected E. coli, primary screen, RecBCD inhibitor project, absorbance, with phage, HTS; inhibition, % at 11.9 µM; actives 0.26% (n = 360,000); AID 651602, 2012; in the data active means inhibition above about 11%
CAL PDZ FP-2 = untagged CAL PDZ binding inhibitors, primary screen, biochemical, fluorescence polarization, HTS. Golgi-associated PDZ and coiled-coil motif-containing protein (Homo sapiens), Q9HD26. purified CAL PDZ, TMR-peptide fluorescence polarization, 1 h. inhibition, % at 24.9 µM. actives 0.92% (n = 300,000). AID 602252, 2012;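 active means mean inhibition of at least 30% with at least half of replicates also reaching 30%; inconclusive means no clear call, values can overlap the other calls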;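 further: 0% = DMSO neutral control and 100% = excess unlabeled competitor peptide PRC23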
E coli growth = E. coli V3065 growth inhibition, primary screen, counter-screen for AddAB inhibitor project, absorbance, OD600 | 18 h | inhibition, % at 11.9 µM | actives 0.27% (n = 330,000);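 active means inhibition above the campaign's mean inhibition across all tested compounds plus 3 SD, cut at about 9.9% in these data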;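 further: uninfected addAB+ strain grown without phage in ampicillin broth; 0% = DMSO wells and 100% = ciprofloxacin 0.95 µg/ml wells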
Tat export inh = E. coli Tat export inhibitors, primary screen, MC4100, TorA-mCherry reporter, fluorescence, single point. inhibition, % at 10 µM. actives 0.036% (n = 340,000);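 active means mean replicate inhibition at least 50% and at least half of replicates individually reaching 50%; inconclusive means only one of the two criteria met; inactive means neither criterion met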;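 further: exported cargo escapes ClpAP degradation while cytoplasmic cargo is degraded and loses fluorescence; 0% = median of neutral control wells and 100% = median of NaSCN control wells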
Numbers without * were called inactive.

`Cc1c2n(c3ccccc13)CCC2=O` gave SR-BI uptake up -2, AddAB inh 1.3, SR-BI DiI inh 2, CAL PDZ FP-1 -1.1, MITF act -4, Wnt bcat act 3, phage Ecoli inh -1.2, CAL PDZ FP-2 1, E coli growth 2.9 and Tat export inh 5.
`Cc1onc(-c2c(Cl)cccc2Cl)c1C(O)c1ccc(F)cc1` (stereo not drawn) gave SR-BI uptake up 24, AddAB inh -0.7, SR-BI DiI inh -24, MITF act 13, Wnt bcat act 1, phage Ecoli inh 2.9, CAL PDZ FP-2 -4, E coli growth 1.8 and Tat export inh 5.
Screening COc1ccc(-c2cnc3ccccc3n2)cc1NC(=O)CNC(=O)c1ccccc1 returned SR-BI uptake up 6, AddAB inh -4.8, SR-BI DiI inh -6, CAL PDZ FP-1 -1.6, MITF act 55, Wnt bcat act 18, phage Ecoli inh -1.8, E coli growth -2.6 and Tat export inh -11.
COc1ccc(Cn2c(-c3ccc(OC)cc3)nc3ccccc32)cc1 was read as SR-BI uptake up 1, AddAB inh -0.2, SR-BI DiI inh -1, CAL PDZ FP-1 -3.2, MITF act 5, Wnt bcat act 0, phage Ecoli inh 1.9, CAL PDZ FP-2 -3, E coli growth -0.1 and Tat export inh -6.
`CC(=O)c1cccc(NC(=O)CNC(=O)c2cc3ccccc3o2)c1` gave SR-BI uptake up 7, AddAB inh 2.7, SR-BI DiI inh -7, CAL PDZ FP-1 -2.5, MITF act -22, Wnt bcat act 1, phage Ecoli inh 2.8, CAL PDZ FP-2 -5, E coli growth -2.7 and Tat export inh -6.
`Nc1ccccc1C(=O)NNC(=O)C(=O)/C=C(\O)c1ccccc1` gave AddAB inh -2.5, Wnt bcat act 15, phage Ecoli inh -0.2 and E coli growth -3.7.
For O=S(=O)(NCC(c1cccnc1)N1CCN(Cc2ccccc2)CC1)c1ccccc1 (stereo not drawn) the results were SR-BI uptake up -2, AddAB inh -1.4, SR-BI DiI inh 2, CAL PDZ FP-1 -0.3, Wnt bcat act 1, phage Ecoli inh 1.1, CAL PDZ FP-2 -4, E coli growth -0.9 and Tat export inh 3.
Screening O=C(Nc1cccc(Cl)c1N1CCCC1)c1cccc(-c2cc3ccccc3oc2=O)c1 returned SR-BI uptake up -56, AddAB inh 1.5, SR-BI DiI inh 56, MITF act 7, phage Ecoli inh 2.5, CAL PDZ FP-2 -3, E coli growth 1.6 and Tat export inh 1.
For NC(=S)c1ncc(C(F)(F)F)cc1Cl the results were SR-BI uptake up -1, AddAB inh -1.9, SR-BI DiI inh 1, CAL PDZ FP-1 -0.2, MITF act -5, Wnt bcat act -1, phage Ecoli inh 3.2, CAL PDZ FP-2 -7, E coli growth -3.3 and Tat export inh -8.
For Cc1ccc2cc(CCNC(=O)c3ccc(S(=O)(=O)N4CCCCC4)cc3)c(=O)[nH]c2c1 the results were SR-BI uptake up -49, AddAB inh 1.3, SR-BI DiI inh 49, CAL PDZ FP-1 -0.5, MITF act -9, phage Ecoli inh 2.6, E coli growth -2.4 and Tat export inh 6.
CC(=O)Nc1ccc(OCC(=O)N2CCc3ccccc3C2)cc1 was read as SR-BI uptake up 4, AddAB inh 0.8, SR-BI DiI inh -4, CAL PDZ FP-1 0.6, MITF act -7, Wnt bcat act 0, phage Ecoli inh 0.6, CAL PDZ FP-2 -2, E coli growth 2.0 and Tat export inh 1.
Screening COc1ccccc1CCN1CCCC(CN(C)CC(C)(C)CO)C1 (stereo not drawn) returned SR-BI uptake up 14, AddAB inh 0.4, SR-BI DiI inh -14, CAL PDZ FP-1 -0.3, MITF act 1, Wnt bcat act 2, phage Ecoli inh -0.1, E coli growth -1.0 and Tat export inh 2.
Screening CCC(NS(=O)(=O)c1ccc(C)cc1)C(=O)N1CCOCCOCCOCC1 (stereo not drawn) returned AddAB inh 1.2, CAL PDZ FP-1 0.0, MITF act -5, Wnt bcat act -2, phage Ecoli inh -0.4, CAL PDZ FP-2 -2, E coli growth -3.0 and Tat export inh 14.
`Cn1c(CCNC(=O)C(C)(C)C)nc2ccccc21` gave SR-BI uptake up 20, AddAB inh -1.9, SR-BI DiI inh -20, CAL PDZ FP-1 1.1, MITF act 5, phage Ecoli inh 3.5, CAL PDZ FP-2 -5, E coli growth -1.0 and Tat export inh 6.
`Cc1ccc(S(=O)(=O)CC(=O)Nc2ccc(Cl)cn2)cc1` gave SR-BI uptake up 32, AddAB inh 2.3, SR-BI DiI inh -32, CAL PDZ FP-1 -3.0, MITF act -7, Wnt bcat act 0, phage Ecoli inh 3.1, CAL PDZ FP-2 1, E coli growth 0.5 and Tat export inh -2.

In the list so far, 2 have fluorine.
`Cc1onc(-c2c(Cl)cccc2Cl)c1C(O)c1ccc(F)cc1` (stereo not drawn) gave SR-BI uptake up 24, AddAB inh -0.7, SR-BI DiI inh -24, MITF act 13, Wnt bcat act 1, phage Ecoli inh 2.9, CAL PDZ FP-2 -4, E coli growth 1.8 and Tat export inh 5.
For NC(=S)c1ncc(C(F)(F)F)cc1Cl the results were SR-BI uptake up -1, AddAB inh -1.9, SR-BI DiI inh 1, CAL PDZ FP-1 -0.2, MITF act -5, Wnt bcat act -1, phage Ecoli inh 3.2, CAL PDZ FP-2 -7, E coli growth -3.3 and Tat export inh -8.

The listing continues.
For Cc1ccc(C)c(NC(=O)CN(C)C(=O)CC2OC(=O)c3ccccc32)c1 (stereo not drawn) the results were SR-BI uptake up -1, AddAB inh 3.1, SR-BI DiI inh 1, CAL PDZ FP-1 0.4, MITF act -18, Wnt bcat act -3, phage Ecoli inh 0.2, CAL PDZ FP-2 8, E coli growth -0.7 and Tat export inh -2.
Screening Cc1ccc(NC(=O)CN(C)C(=O)c2ccc(COc3ccccc3)cc2)cc1 returned SR-BI uptake up -15, AddAB inh 0.9, SR-BI DiI inh 15, CAL PDZ FP-1 -2.2, MITF act 17, Wnt bcat act -1, phage Ecoli inh 2.4, CAL PDZ FP-2 -6, E coli growth -0.3 and Tat export inh 0.
For O=C(Nc1nc2ccc(SC(F)F)cc2s1)c1ccc(NS(=O)(=O)c2ccc(F)c(F)c2)cc1 the results were SR-BI uptake up -43, AddAB inh -1.5, SR-BI DiI inh 44, CAL PDZ FP-1 -1.1, MITF act 9, Wnt bcat act 7, phage Ecoli inh 3.4, CAL PDZ FP-2 -5, E coli growth -2.2 and Tat export inh -5.
CC(C)(C)c1cc2nc(N)nc(N)n2n1 was read as SR-BI uptake up 13, AddAB inh -0.3, SR-BI DiI inh -13, CAL PDZ FP-1 0.3, MITF act 0, Wnt bcat act -3, phage Ecoli inh 1.3, CAL PDZ FP-2 -3, E coli growth -2.0 and Tat export inh -7.
For O=C(O)c1ccc(N/N=C/c2ccc(-c3ccccc3)cc2)cc1 the results were SR-BI uptake up 4, SR-BI DiI inh -4, CAL PDZ FP-1 -0.2, MITF act 92*, Wnt bcat act 1, phage Ecoli inh 2.5 and Tat export inh inconclusive.
`CCOC(=O)c1csc(NC(=O)CSc2nnnn2CC)n1` gave SR-BI uptake up -7, AddAB inh 1.0, SR-BI DiI inh 7, MITF act -3, phage Ecoli inh 1.4, CAL PDZ FP-2 -3, E coli growth 0.9 and Tat export inh 0.
For Cc1cccnc1NC(=O)c1ccc(S(=O)(=O)N2CC(C)OC(C)C2)cc1 (stereo not drawn) the results were SR-BI uptake up 10, AddAB inh 1.1, SR-BI DiI inh -10, CAL PDZ FP-1 -0.7, MITF act 1, Wnt bcat act 2, phage Ecoli inh 0.6, E coli growth 0.7 and Tat export inh -2.
O=C(c1cn(-c2ccccc2)nc1-c1ccncc1)n1nnc2ccccc21 was read as SR-BI uptake up 13, AddAB inh 0.2, SR-BI DiI inh -13, CAL PDZ FP-1 -3.0, MITF act -1, phage Ecoli inh 5.4, CAL PDZ FP-2 2, E coli growth -0.3 and Tat export inh 2.
Screening CCN(c1ccccc1)c1nc(C#N)nc(N(CC)c2ccccc2)n1 returned AddAB inh -0.2, CAL PDZ FP-1 -1.8, MITF act -16, Wnt bcat act 3, phage Ecoli inh 0.9, CAL PDZ FP-2 -3, E coli growth 1.3 and Tat export inh 6.
Screening CC(OC(=O)c1ccncc1)C(=O)Nc1cc(S(=O)(=O)N2CCCCC2)ccc1Cl (stereo not drawn) returned SR-BI uptake up -18, AddAB inh 2.4, SR-BI DiI inh 18, CAL PDZ FP-1 -1.2, MITF act -8, Wnt bcat act 4, phage Ecoli inh 2.9, E coli growth 1.6 and Tat export inh 21.
For O=C(Nc1c(C(=O)N2CCOCC2)cnn1-c1ccccc1)c1ccccc1F the results were SR-BI uptake up -1, AddAB inh 0.7, SR-BI DiI inh 1, CAL PDZ FP-1 -0.8, MITF act -5, Wnt bcat act -3, phage Ecoli inh 0.1, CAL PDZ FP-2 -1, E coli growth -1.1 and Tat export inh 8.
Screening O=C(NCCCN1CCN(c2ccccc2F)CC1)Nc1ccccc1[N+](=O)[O-] returned SR-BI uptake up 0, AddAB inh 0.6, SR-BI DiI inh 0, CAL PDZ FP-1 -0.3, MITF act 6, Wnt bcat act 0, phage Ecoli inh 1.7, CAL PDZ FP-2 2, E coli growth 1.3 and Tat export inh 0.
CC1=CC(C)(C)N(C(=O)c2ccccc2)c2ccccc21 was read as SR-BI uptake up -4, AddAB inh 6.3, SR-BI DiI inh 4, CAL PDZ FP-1 0.0, MITF act 3, Wnt bcat act -9, phage Ecoli inh 4.0, E coli growth 1.1 and Tat export inh 2.
Screening O=C(Nc1ccc2c(c1)OC1(CCCC1)O2)C1CC1 returned SR-BI uptake up 13, AddAB inh 0.1, SR-BI DiI inh -13, CAL PDZ FP-1 -0.1, MITF act 37, phage Ecoli inh -0.2, CAL PDZ FP-2 -4, E coli growth -0.6 and Tat export inh -9.
COCCn1nnnc1C(c1cc2cc(C)cc(C)c2[nH]c1=O)N1CCN(c2ccccc2F)CC1 (stereo not drawn) was read as SR-BI uptake up 12, AddAB inh 1.1, SR-BI DiI inh -12, CAL PDZ FP-1 -1.0, MITF act 4, phage Ecoli inh 2.0, CAL PDZ FP-2 0, E coli growth -3.8 and Tat export inh -6.
